UHRF1 binding: UHRF1 methylated DNA binding inhibitors, primary screen, counter-screen for MBD2 inhibitor project, biochemical, TR-FRET, human UHRF1, single concentration; UHRF1 binding to methylated oligo; 370,000 tested, 0.75% active; inhibition, % at 4.4 µM; in the data active = inhibition above about 21%;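 also: UHRF1 SRA domain binding a hemimethylated CpG hairpin DNA probe; 0% = median of test compound wells and 100% = reference inhibitor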
Target sequence (Q96T88 whole entry, looked up, the tested form may be a part): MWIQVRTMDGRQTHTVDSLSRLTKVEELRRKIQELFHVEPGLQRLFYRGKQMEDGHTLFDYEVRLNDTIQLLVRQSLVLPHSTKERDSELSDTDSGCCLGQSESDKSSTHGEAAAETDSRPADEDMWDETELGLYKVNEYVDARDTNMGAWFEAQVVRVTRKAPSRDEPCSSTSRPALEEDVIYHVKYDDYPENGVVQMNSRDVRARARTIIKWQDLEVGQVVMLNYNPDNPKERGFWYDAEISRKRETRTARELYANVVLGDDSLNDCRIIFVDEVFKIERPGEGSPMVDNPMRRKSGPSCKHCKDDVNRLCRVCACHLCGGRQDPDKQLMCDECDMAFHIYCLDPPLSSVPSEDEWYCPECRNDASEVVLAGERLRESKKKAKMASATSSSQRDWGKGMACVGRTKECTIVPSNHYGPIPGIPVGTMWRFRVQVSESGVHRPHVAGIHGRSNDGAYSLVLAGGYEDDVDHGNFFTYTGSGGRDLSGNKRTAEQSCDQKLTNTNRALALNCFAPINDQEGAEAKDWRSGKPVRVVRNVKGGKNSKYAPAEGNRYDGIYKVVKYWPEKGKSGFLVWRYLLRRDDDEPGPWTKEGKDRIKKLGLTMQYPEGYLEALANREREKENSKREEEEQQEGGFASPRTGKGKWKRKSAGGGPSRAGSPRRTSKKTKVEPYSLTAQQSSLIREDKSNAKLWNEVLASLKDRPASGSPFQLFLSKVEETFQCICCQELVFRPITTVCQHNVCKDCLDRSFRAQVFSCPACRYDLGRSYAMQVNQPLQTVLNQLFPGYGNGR
sPLA2-III inh: human group III sPLA2 inhibitors, primary screen, biochemical, QFRET, BODIPY PC-A2 liposome substrate | QFRET BODIPY PC-A2 liposome hydrolysis, fluorescence | inhibition, % at 12.2 µM | 370,000 tested, 0.56% active;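 active = inhibition above mean plus 3 SD of compounds lying within the high and low control bounds, cut at about 19% in these data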;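 also: 0% = median of test compound wells and 100% = no enzyme DMSO wells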
DDE Tn7 FP inh: inhibitors of Tn7 peptide binding to fibrin DD(E), primary screen, biochemical, fluorescence polarization, human fibrin, Tn7 probe; Fibrinogen beta chain (Homo sapiens), P02675; FP displacement of FITC-Tn7 peptide from fibrin DD(E); 0% = median of compound wells per plate; inhibition, % at 8.3 µM; 370,000 tested, 0.13% active; AID 720508, 2013;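 active = inhibition above the mean of compounds falling within the control limits plus 3 SD of them, cut at about 14% in these data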;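 also: 0% = plate median of compound wells and 100% = 10 µM Aha-Tn7 peptide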
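Also added: labelled Tn7 tracer, 0.1 µM; Assay system: human fibrin DD(E) protein; Amount: 2 µM fibrin DD(E); Schedule: 10 min compound pre-incubation, 3 h probe incubation at room temperature; Repeats: one replicate per compound; Read-out basis: percent inhibition; Measured by: fluorescence polarization of the labelled Tn7 tracer.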
ASAP1 inh: inhibitors of human ASAP1 ArfGAP activity, primary screen, biochemical, fluorescence polarization. inhibition, % at 16.5 µM. 360,000 tested, 0.19% active. Arf-GAP with SH3 domain, ANK repeat and PH domain-containing protein 1 (Homo sapiens), …. ASAP1-stimulated ARF1 GTP hydrolysis, GDP FP detection; in the data active = inhibition above about 25%;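 also: 0% = vehicle with enzyme and substrate and 100% = no enzyme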
PLCg1 inh: PLC-gamma1 enzyme inhibitors, primary screen, biochemical, fluorescence, purified enzyme; fluorogenic substrate; inhibition, % at 12.2 µM; 1-phosphatidylinositol 4,5-bisphosphate phosphodiesterase gamma-1 (Homo sapiens), P19174; 370,000 tested, 0.84% active; in the data active = inhibition above about 9.5%
NR1D1 modulator: modulators of Rev-erb alpha DNA binding, primary screen, biochemical, FITC-DNA, fluorescence polarization, uHTS. Nuclear receptor subfamily 1 group D member 1 (Homo sapiens), P20393. Rev-erbα–FITC-DNA binding, 90 min. 370,000 tested, 0.79% active. activity, % at 10 µM;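 active = activity above about 14%, limit read from the data; passing the limit was not always enough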;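 also: 0% = DMSO wells with 35 nM protein and 100% = DMSO wells with 750 nM protein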
ARFGAP1 inhibitor: inhibitors of rat ARFGAP1 GAP activity, primary screen, biochemical, fluorescence polarization, GDP tracer | ADP-ribosylation factor GTPase-activating protein 1 (Rattus norvegicus), Q62848 | Arfgap1-stimulated ARF1 GTP hydrolysis, GDP FP detection | inhibition, % at 16.5 µM | 360,000 tested, 0.26% active;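 active = inhibition above a per-plate limit, mean inhibition of low control wells plus 3 SD, cut at about 25% in these data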;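 also: 0% = DMSO wells with enzyme and 100% = wells lacking Arfgap1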
Target sequence (Q62848 1-136 limits assumed): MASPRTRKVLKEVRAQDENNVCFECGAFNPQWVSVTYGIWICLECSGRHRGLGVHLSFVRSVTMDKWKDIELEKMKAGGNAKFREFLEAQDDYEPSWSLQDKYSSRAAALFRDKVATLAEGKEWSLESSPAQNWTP
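Material: rat Arfgap1 catalytic domain, aa 1-136; also added: human ARF1(Δ1-17)-GTP substrate; compound dosing: one concentration, 16.5 µM, DMSO 1.26%; incubation: GTP hydrolysis reaction 2 h at 25 °C; measured by: Tracer-displacement fluorescence polarization with EDTA stop, 620/688 nm; evaluation: % inhibition from polarization; repeats: one replicate per compound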
KLK7 zymogen act: proKLK7 zymogen activators, primary screen, biochemical, fluorescence intensity; purified proKLK7, EDANS-DABCYL substrate fluorescence; 100% is mature enzyme control, 0% vehicle; activation, % at 7 µM; 370,000 tested, 0.9% active; AID 652039, 2013;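 active = activation above the mean of all tested compounds plus 3 SD, computed per campaign excluding outliers beyond control limits, cut at about 13% in these data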
PLC-beta3 inh: human PLC-beta3 inhibitors, primary screen, biochemical, fluorescence; 1-phosphatidylinositol 4,5-bisphosphate phosphodiesterase beta-3 (Homo sapiens), Q01970; Purified PLC-beta3, fluorogenic substrate; inhibition, % at 12.2 µM; 370,000 tested, 0.18% active; in the data active = inhibition above about 11%;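 also: 0% = median of compound wells on plate and 100% = full blocker control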
Tn6 DDE FP: inhibitors of Tn6 peptide binding to fibrin DD(E), primary screen, biochemical, fluorescence polarization, human fibrin, Tn6 probe; Fibrin DD(E) TRITC-Tn6 fluorescence polarization displacement; inhibition, % at 8.3 µM; 370,000 tested, 0.21% active;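 active = inhibition above a per-campaign cutoff: mean of compounds within control limits plus 3 SD, cut at about 15% in these data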;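 also: 0% = median of all compound wells on the plate and 100% = blocking peptide control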
* = called active by the depositor; · = not tested or not shown. Hits appear at their usual frequency (roughly 4.5% active in at least one column).

mol	UHRF1 binding	sPLA2-III inh	DDE Tn7 FP inh	ASAP1 inh	PLCg1 inh	NR1D1 modulator	ARFGAP1 inhibitor	KLK7 zymogen act	PLC-beta3 inh	Tn6 DDE FP
Cc1ccc(O/C=C2\OC(=O)c3ccccc32)cc1	-0.6	1.6	-5.0	-3.0	1.4	2.8	6.8	2.4	-0.4	-4.4
CCC(C)(C)n1nnnc1C(c1ccccc1F)N1CCC(C(N)=O)CC1 (stereo not drawn)	3.9	5.9	7.3	-6.9	1.6	-4.2	-6.5	0.0	0.9	0.6
COc1ccc(-n2c(C)cc(/C=C/c3nc(O)c([N+](=O)[O-])c(=O)[nH]3)c2C)cc1	-1.4	-4.9	-3.3	-5.2	1.7	-12.4	-1.1	-0.6	-1.0	-3.6
COc1ccc(C(C(=O)NC2CCCC2)N(Cc2ccc(F)cc2)C(=O)c2ccn[nH]2)cc1OC (stereo not drawn)	-2.9	-5.3	3.9	1.2	1.4	-1.0	9.3	-0.4	-0.3	9.3
CC1CC(=O)Nc2ccccc2N1C(=O)CSc1ccc2ccccc2n1 (stereo not drawn)	2.1	8.6	0.0	18.1	3.5	0.7	-13.6	0.4	-5.2	-10.3
COc1ccc(N2C(=O)c3ccccc3NC2c2ccc(OC)c(Cn3cc([N+](=O)[O-])cn3)c2)cc1 (stereo not drawn)	0.1	-0.8	1.0	6.1	0.0	-5.4	1.7	-0.6	-6.8	7.6
Cc1ccnc(NS(=O)(=O)c2ccc(NC(=O)/C=C/c3ccccc3)cc2)n1	-2.8	-17.9	-5.4	6.8	-1.3	5.1	5.7	-0.7	-5.5	-11.3
N=c1nc2n(cc1F)C1OC(CO)C(O)C1O2 (stereo not drawn)	-4.7	1.2	1.2	-3.9	4.2	9.5	-6.1	0.1	6.9	-3.0
COc1cccc(C(=O)Nc2ccc(S(=O)(=O)NCc3ccco3)cc2)c1	10.9	-37.4	-0.6	-9.5	7.1	2.6	-3.2	-0.6	4.0	-3.6
CCC[N+](CC#Cc1ccccc1)(CCC)CC(=O)c1ccc(Cl)cc1	-2.4	5.5	-9.1	-2.3	-5.6	-3.1	8.0	0.3	-4.8	-9.5

The last two records of the part before lead into the next.
mol	UHRF1 binding	sPLA2-III inh	DDE Tn7 FP inh	ASAP1 inh	PLCg1 inh	NR1D1 modulator	ARFGAP1 inhibitor	KLK7 zymogen act	PLC-beta3 inh	Tn6 DDE FP
COc1cccc(C(=O)Nc2ccc(S(=O)(=O)NCc3ccco3)cc2)c1	10.9	-37.4	-0.6	-9.5	7.1	2.6	-3.2	-0.6	4.0	-3.6
CCC[N+](CC#Cc1ccccc1)(CCC)CC(=O)c1ccc(Cl)cc1	-2.4	5.5	-9.1	-2.3	-5.6	-3.1	8.0	0.3	-4.8	-9.5
CCCc1cc(=O)[nH]c(SCC(=O)c2cc(C)n(CC3CCCO3)c2C)n1 (stereo not drawn)	2.0	-3.7	-5.7	6.1	-21.3	-7.8	-11.7	-0.2	-6.5	6.0
Clc1ncn(CCOc2ccccc2)c1Cl	-0.7	-1.5	-2.9	-4.1	-2.1	6.9	13.4	0.3	-6.9	1.3
COc1cc(OC)c(NC(=O)N2CCOCC2)cc1Cl	0.8	5.3	-1.0	14.4	-1.2	-3.6	-6.0	-0.4	2.9	1.3
COC(=O)c1[nH]c2ccc(Cl)cc2c1NC(=O)CCN1CCOCC1	-0.9	-10.0	1.8	10.2	-15.4	-3.8	2.3	0.2	-14.4	-2.6
CCc1ccc(C(=O)Cn2cnc3cc([N+](=O)[O-])ccc3c2=O)cc1	-0.2	-19.9	-1.1	5.4	-7.9	-5.6	3.3	-0.6	-10.3	6.1
COc1cc(C2C(C#N)=C(N)Oc3cc(C)oc(=O)c32)cc(OC)c1OC (stereo not drawn)	0.4	15.1	-2.9	-4.5	-1.9	-0.4	5.8	0.1	-6.1	-4.5
CN(CC(=O)Nc1ccccc1C(F)(F)F)C(=O)CSCc1ccc(Cl)c(Cl)c1	-0.9	-9.8	1.8	7.9	-2.1	-2.0	0.0	0.3	-7.7	8.8
C=CCn1c(COc2ccc(C)cc2)nnc1SCc1ccc([N+](=O)[O-])cc1	-0.9	-13.3	4.7	·	-1.4	-4.6	·	0.3	-1.5	8.3
CCOc1ccc(Nc2nc(N)nc(CN(C)C3CCCCC3)n2)cc1	-1.1	-1.5	1.1	-12.5	-0.2	-4.9	0.8	-0.1	0.5	3.7
CCN(C(=O)CSc1n[nH]c(N)n1)c1cccc2ccccc12	1.2	-5.8	3.7	-8.3	-1.3	-1.6	-10.2	0.1	-0.3	-6.4
CCn1cc(S(=O)(=O)Nc2ccccc2C(F)(F)F)cn1	-1.3	1.8	-1.6	-10.4	0.5	5.9	-3.4	0.1	3.4	2.2
O=C(c1ccco1)N1CCN(C(=O)c2cc(=O)[nH]c3ccccc23)CC1	-0.3	0.8	-5.7	-4.2	-34.9	3.1	-1.9	1.4	-42.5	9.8
Cc1cc2cc(CNC(=O)c3ccc(S(=O)(=O)N4CCCC4)cc3)ccc2n1C	-2.0	-12.7	-4.0	6.6	-14.8	-3.5	-5.1	0.6	-25.5	60.2*
CC(C)(Cc1ccccc1)/[N+]([O-])=C\c1ccc(C(F)(F)F)cc1	3.5	8.1	1.7	-1.1	5.4	-7.9	6.6	0.7	4.3	9.6
CCOc1ccc(CCNC(=O)COC(=O)c2ccc(C)c(S(=O)(=O)N3CCOCC3)c2)cc1OCC	3.8	5.3	-0.5	-3.0	9.0	-2.2	11.6	1.7	-1.6	-4.7
CC1CC(C)CN(Cc2nc(N)nc(Nc3ccc4ccccc4c3)n2)C1 (stereo not drawn)	-2.3	-13.9	-6.5	3.8	1.2	-3.2	6.8	0.7	-1.9	-5.8
CC(C)CCC(=O)Nc1cc(S(=O)(=O)N2CCOCC2)ccc1N1CCCC1	-0.6	5.6	5.4	-12.3	-1.0	-6.7	-6.2	-0.2	0.8	8.0
CC/C(=N\NC(=O)CSCc1ccccc1Br)c1ccc2c(c1)OCCO2	0.6	-3.4	-4.2	-4.7	3.2	-0.4	3.2	0.8	0.1	-5.1
CCOC(=O)[C@]12CCCC=C1N(Cc1ccc3c(c1)OCO3)C(=O)[C@H](CC(=O)N1CCSCC1)C2	-0.4	-4.7	-9.7	-4.7	4.6	-0.5	7.4	0.2	4.9	-9.6
OC(COCCC12CC3CC(CC(C3)C1)C2)CN1CCCC1 (stereo not drawn)	0.5	-2.7	-3.5	3.1	1.6	11.2	-12.1	0.9	-0.7	-1.7

The final two compounds of the section before lead into the next.
mol	UHRF1 binding	sPLA2-III inh	DDE Tn7 FP inh	ASAP1 inh	PLCg1 inh	NR1D1 modulator	ARFGAP1 inhibitor	KLK7 zymogen act	PLC-beta3 inh	Tn6 DDE FP
CCOC(=O)[C@]12CCCC=C1N(Cc1ccc3c(c1)OCO3)C(=O)[C@H](CC(=O)N1CCSCC1)C2	-0.4	-4.7	-9.7	-4.7	4.6	-0.5	7.4	0.2	4.9	-9.6
OC(COCCC12CC3CC(CC(C3)C1)C2)CN1CCCC1 (stereo not drawn)	0.5	-2.7	-3.5	3.1	1.6	11.2	-12.1	0.9	-0.7	-1.7
O=C(O)C(NC(=O)c1ccccc1)=C(Cl)Cl	-0.4	4.2	1.3	6.8	-1.6	7.5	1.4	-0.2	-0.4	-1.3
CC(C)NC(=O)N(C)C[C@H]1Oc2c(NC(=O)Nc3ccc4c(c3)OCO4)cccc2C(=O)N([C@H](C)CO)C[C@@H]1C	17.9	6.8	-3.0	0.4	-3.8	-5.1	3.0	0.4	-5.0	-1.1
CS(=O)(=O)c1ccc(Cl)c(NC(=O)C2CC(=O)N(Cc3ccco3)C2)c1 (stereo not drawn)	-0.7	2.8	-0.9	-5.2	-3.4	-4.4	6.6	0.1	1.3	6.8
CC(C)Oc1c(N2CCOCC2)c(=O)c1=O	-0.3	6.3	-4.8	0.1	2.1	0.5	-7.5	-0.3	-5.5	-5.7
O=C(CN1C(=O)c2ccccc2C1=O)Nc1ccccc1C(=O)NC1CCCCCC1	2.0	-6.5	-1.8	-8.8	5.8	-1.5	12.4	-1.1	1.1	-1.5
Cc1ccc(CCNC(=O)C2CCC(CNc3c(N4CCCC4)c(=O)c3=O)CC2)cc1 (stereo not drawn)	6.5	-1.9	1.4	1.3	0.7	-1.1	-5.6	-0.2	1.5	-0.9
O=C(Cc1cccs1)Nc1nnc(Cc2ccccc2)s1	1.8	-3.8	1.4	-10.9	-0.3	-18.9	-16.3	0.1	-5.3	1.6
COc1ccc(-c2cc(=O)oc3cc(OCC(=O)NCc4ccccn4)ccc23)cc1	1.5	0.9	3.3	-4.5	-2.1	1.3	8.1	-0.8	-3.6	3.9
COc1ccc(-c2[nH]c(-c3ccccc3)nc2SCC(=O)NC2CCCC2)cc1	10.6	-7.1	3.6	4.1	-4.8	1.9	5.2	0.2	-9.0	5.2
Cc1ccc2[nH]cc(CCNC(=O)c3cccnc3)c2c1	-0.5	-9.8	3.5	-10.0	-0.8	-1.3	-1.3	0.3	-1.7	0.5
CCOc1ccc(-c2ncncc2-c2ccc(OC)c(OC)c2)c(O)c1	-1.2	-21.4	-1.5	5.0	-3.6	3.1	13.5	-0.4	-9.3	2.3
Cc1ccccc1-c1nc(CS(=O)CC(=O)NCc2ccccc2)c(C)o1 (stereo not drawn)	-0.6	-3.9	-2.5	-14.7	-3.2	1.6	-5.1	-0.6	-5.2	0.0
O=C(Oc1ccccc1C(=O)Oc1ccccc1)c1ccco1	-1.4	-12.9	0.1	-3.5	2.6	1.3	-4.8	1.1	0.5	6.1
O=C(CC(C(=O)c1ccccc1)c1ccccc1)c1ccccc1 (stereo not drawn)	-1.2	-2.9	-3.6	3.4	1.0	0.6	-3.3	0.6	-0.7	-6.2
Cc1ccc(C(=O)Oc2coc(CSc3nnc(NC(=O)C4CC4)s3)cc2=O)cc1	1.7	-48.1	1.5	1.1	2.1	8.1	-1.0	-0.6	3.3	1.7
COc1cc(S(=O)(=O)N2CCN=C2c2ccccc2)c(OC)cc1Cl	2.5	4.1	2.7	-18.9	2.8	-4.9	5.7	0.1	-1.2	1.2

Source: PubChem (several laboratories)
